# From PubChem
# Jurkat NFkB inh = lowers PMA/ionomycin-induced NF-kB signal in Jurkat cells | PMA/ionomycin-induced NF-kB luciferase reporter, luminescence | inhibition, % at 4 µM | 0.53% of 330,000 active
# 697 NFkB inh = lowers PMA/ionomycin-induced NF-kB signal in 697 B cells; 697 B-cell NF-kB luciferase reporter, 16 h; inhibition, % at 4 µM; 0.33% of 330,000 active; in the data active means inhibition above about 35%
# UBC13 inh = human UBC13 polyubiquitination inhibition; UBC13 polyubiquitin chain formation, TR-FRET; P61088; inhibition, % at 20 µM; 0.47% of 330,000 active; AID 485273; in the data active means inhibition above about 45%, passing the limit was not always enough; inconclusive means no clear call, values can overlap the other calls
# CCR6 antagonist = antagonists of human CCR6 receptor; 0.49% of 340,000 active; CHO-K1 CCR6 PathHunter beta-arrestin, luminescence, CCL20-stimulated; P51684; inhibition, % at 20 µM;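 active means compounds whose inhibition of the agonist-driven luminescence signal at 20 µM reaches about 50%, limit read from the data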;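 further: cells stimulated with CCL20 at 14 nM final; plate controls were DMSO with CCL20 for no effect and DMSO without agonist for full effect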
# Gli-Sufu antag = Gli-Sufu pathway antagonism. Sufu-KO-LIGHT fibroblasts, Gli luciferase reporter luminescence. inhibition, % at 5 µM. 0.74% of 340,000 active;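 active means inhibition above about 55%, limit read from the data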;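 further: 0% = DMSO-treated cells and 100% = wells with medium but no cells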
# EBI2 antag = antagonists of human EBI2 receptor. inhibition, % at 5 µM. EBI2 beta-arrestin recruitment, luminescence, 7a,25-OHC stimulated. 0.81% of 360,000 active. AID 651636. P32249; in the data active means inhibition above about 38%;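 further: enzyme fragment complementation signal reports receptor beta-arrestin coupling in cells; 0% = agonist plus DMSO wells and 100% = wells without agonist; some results beyond the cut were filed as inactive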
# Apaf-1 inh = blocks human Apaf-1 apoptosome activity | 0.71% of 330,000 active | AID 489030 | reconstituted apoptosome caspase-3 activity, DEVD-Rh110 fluorescence | O14727 | inhibition, % at 20 µM; active means inhibition of at least 40% at 20 µM;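 further: plate controls were DMSO wells for no effect and DEVD-CHO caspase inhibitor wells for full effect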
#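 Material: cell-free apoptosome with Apaf-1, procaspase-3 and caspase-9; Buffer or medium: Hepes pH 7.5 with detergent and BSA; Reagent: cytochrome c trigger plus (Z-DEVD)2-Rh110 caspase-3 substrate; Times: compound with Apaf-1, dATP, procaspase-3 30 min, then 50 min reaction, room temperature; Technique: Rh110 fluorescence intensity.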
# SENP8 block = SENP8 protease inhibition; inhibition, % at 10 µM; Q96LD8; AID 2540; 1.2% of 330,000 active; purified SENP8, Z-RLRGG-aminoluciferin cleavage, luminescence
# * = called active by the depositor; ? = inconclusive; . = no result given. Unless noted, no stated cut-off is given here; in the data, active means inhibition above about 50%; inactive means the rest. Only part of the results is shown (hit frequency here may not be typical).
mol,Jurkat NFkB inh,697 NFkB inh,UBC13 inh,CCR6 antagonist,Gli-Sufu antag,EBI2 antag,Apaf-1 inh,SENP8 block
Cc1ccc(C)c(NC(=O)c2cc(S(=O)(=O)N3CCCCC3)c[nH]2)c1,0,3,3,-4,-7,16,11,-2
COC(=O)c1ccc(CSc2nc(C(F)(F)F)c3c(c2C#N)CCC3)o1,13,4,0,-17,-2,8,22,2
CCOC(=O)C(Cc1ccccc1)(Cc1ccccc1)C(C)=O,1,-7,4,11,12,11,12,2
Cc1cc(C)c(C#N)c(SCC2COc3ccccc3O2)n1 (centres undefined),-7,1,2,38,-5,17,14,-8
O=C(O)CCCNS(=O)(=O)c1ccc(NCc2ccccc2)c(C(=O)O)c1,6,0,-1,-26,23,-6,13,6
O=C(COC(=O)CN1C(=O)NC2(CCCCC2)C1=O)Nc1cc(F)ccc1F,6,-16,-10,9,-5,3,-8,-13
Nc1c2c(nc3ccc(Br)cc13)N(Cc1ccccc1)CC2,-3,13,?,5,-7,-1,-1,-1
CC(=O)c1cnc2cc(-c3ccc(Cl)cc3)nn2c1C,-136,-83,4,15,-11,-5,8,-16
CC1=C(C(=O)NC2CC(C)(C)Cc3c2cnn3-c2cccc(F)c2)OCCO1 (centres undefined),-10,-18,-2,12,17,7,1,-10
Nn1c(SCC(=O)Nc2ccccc2F)nnc1-c1cccs1,7,18,-1,-4,-7,-6,-3,6
COc1cc2c(cc1OC)C(c1cccnc1)CC(=O)N2 (centres undefined),-3,-8,7,-3,-1,7,-1,9
Cc1ccc(-c2nn(-c3ccccc3)cc2/C=C2\SC(=S)N(CCCCCC(=O)O)C2=O)o1,-1,-8,-44,22,-24,13,33,-2
Nc1ccc(-c2ccc(N)cc2C(F)(F)F)c(C(F)(F)F)c1,6,-7,2,16,5,-2,12,0
CCN(C(=O)COC(=O)c1cccc(-n2cnnn2)c1)C1CCCCC1,9,9,7,17,-19,-11,-17,-4
COc1ccc(C2/C(=C(/O)c3ccc(C)cc3)C(=O)C(=O)N2CCCN2CCOCC2)cc1 (centres undefined),-7,3,-5,3,2,-8,11,-10
COc1ccccc1CN1CC(C(=O)NCCc2ccccc2Cl)CCC1=O (centres undefined),-8,-31,0,2,-1,0,-8,-2
O=C(COC(=O)c1ccc(NS(=O)(=O)c2cccs2)cc1O)NC1CCCCC1,-2,11,-6,9,2,-3,-10,-1
O=C(NNS(=O)(=O)c1ccc(C(=O)NC2CCCC2)cc1)c1ccncc1,7,-7,1,-7,-1,-11,-1,-7
Cc1ccc(Cl)c(OC(=O)C2CSC3(C)CCC(=O)N23)c1 (centres undefined),7,27,4,13,0,-31,-3,-4
CCOc1ccccc1/C=N/Nc1nc(C)cc(=O)[nH]1,3,28,8,-4,-5,-8,-5,5
Cc1ccc(NC(=O)COC(=O)c2ccc3c(c2)OCO3)c(C)c1,3,18,-5,6,-1,-3,2,2
CCCCn1c(N)c(N(CCOC)C(=O)c2cccc(S(=O)(=O)N3CCCCCC3)c2)c(=O)[nH]c1=O,15,1,-1,1,-7,-3,1,-3
COc1cccc(NC(=O)c2cccc(C)c2[N+](=O)[O-])c1,-19,-1,0,9,-22,12,3,-2
CCCCn1nc2cc(C(=O)NCC34CC5CC(CC(C5)C3)C4)ccc2c1OC,-11,-15,15,5,5,7,3,1
CCOC(=O)c1c([N+](=O)[O-])c(C)[nH]c(=O)c1C#N,-25,13,0,4,2,-9,1,1
CN1CCN(C(=O)/C(=C\c2cccc([N+](=O)[O-])c2)NC(=O)c2cccs2)CC1,7,15,3,-2,-3,2,-2,9
Cc1c(C(=O)NCC2CCCO2)sc2nc(-c3ccc(F)cc3)cn12 (centres undefined),-15,-5,0,5,-19,3,2,3
O=C(CN1C(=O)c2cccc3cccc1c23)Nc1ccc(S(=O)(=O)Nc2nccs2)cc1,-6,18,16,-9,5,.,-3,-6
Cc1cc(C)cc(NC(=O)N2CCC(NC(=O)c3ccc(F)cc3)CC2)c1,-8,10,1,8,4,-5,11,8
Cc1cc(C)nc(NS(=O)(=O)c2ccc(NC(=O)COc3ccccc3F)cc2)n1,5,9,-1,-2,-4,-4,-2,-1
N=c1n(CC(=O)O)c2ccccc2n1Cc1ccccc1Cl,-16,3,7,6,-6,-19,-6,-2
COc1ccc(C(=O)NC2CCCc3c2cnn3-c2cc(F)cc(F)c2)c(OC)c1OC (centres undefined),16,-5,9,5,20,-14,16,4
Cn1c(Oc2ccc3c(c2)OCO3)nc2c1c(=O)n(Cc1ccccc1)c(=O)n2C,13,20,-6,6,15,-13,13,-6
COc1ccc(N2C(=O)CC(Sc3n[nH]c(-c4ccc(C)cc4)n3)C2=O)cc1 (centres undefined),-26,-28,-23,-4,-4,-6,13,-10
CC(C)(C)OC(=O)N1Cc2ccccc2C[C@H]1C(=O)NCC(=O)NC1CCCCC1,11,4,6,-16,3,2,3,-2
COC(=O)Cc1[nH]nc2c1C1(C(=O)N(Cc3ccccc3)c3ccccc31)C(C#N)=C(N)O2 (centres undefined),7,5,0,6,4,-4,3,3
N#C/C(=C\C=C\c1ccccc1)c1nc(-c2ccc(Cl)cc2)cs1,8,0,-2,17,-1,-1,5,3
COc1ccc(/C=C/c2c(-c3ccc(OC)cc3)sc3ccc(N4CCOCC4)cc23)cc1,-8,6,-17,1,2,50*,11,1
Cc1cc(OC(C)C(=O)NCCN2CCOCC2)c2c(C)c(C)c(=O)oc2c1 (centres undefined),3,3,-2,5,-5,0,-7,-1
O=C(N/N=C/c1ccccc1OCc1ccccc1)c1cccnc1,-1,4,3,3,-17,-15,-4,1
O=C(CN1CCC(n2nnc3cc(F)ccc32)CC1)NCCc1nc2ccccc2[nH]1,-5,29,2,16,4,5,-8,2
CN(Cc1ccccc1NC(=O)c1ccc(S(=O)(=O)N(C)C)cc1)C1CCCCC1,7,-8,-3,.,.,.,13,-3
O=c1[nH]c(/C=C/c2ccc(OC(F)F)cc2)nc2c1cnn2-c1ccccc1,5,-9,-6,-2,-5,-7,-4,-11
COc1ccc(N(CC(=O)O)S(=O)(=O)c2ccc(C)cc2)cc1Cl,-1,-5,-5,10,4,-1,-6,-1
O=C1/C(=C\c2ccc(O)cc2)SC(=S)N1c1cccnc1,12,-16,-70,64*,14,15,-14,5
Cc1ccc(C(=O)NCC(=O)Nc2ccncc2)s1,13,16,8,7,8,2,-19,-10
O=C(OCC(=O)N1CCCC1)c1cc(Cl)ccc1[N+](=O)[O-],2,9,-1,13,20,-14,-6,4
Cc1ccc(C(=O)COC(=O)C2C3C=CC(C3)C2C(=O)OCC(=O)c2ccc(C)c(C)c2)cc1C (centres undefined),-8,-9,-7,5,-6,13,18,-8

# Fetched by structure from above:
mol,Jurkat NFkB inh,697 NFkB inh,UBC13 inh,CCR6 antagonist,Gli-Sufu antag,EBI2 antag,Apaf-1 inh,SENP8 block
Cc1ccc(C(=O)NCC(=O)Nc2ccncc2)s1,13,16,8,7,8,2,-19,-10
Cc1ccc(C(=O)COC(=O)C2C3C=CC(C3)C2C(=O)OCC(=O)c2ccc(C)c(C)c2)cc1C (centres undefined),-8,-9,-7,5,-6,13,18,-8
CN(Cc1ccccc1NC(=O)c1ccc(S(=O)(=O)N(C)C)cc1)C1CCCCC1,7,-8,-3,.,.,.,13,-3
O=c1[nH]c(/C=C/c2ccc(OC(F)F)cc2)nc2c1cnn2-c1ccccc1,5,-9,-6,-2,-5,-7,-4,-11
O=C(CN1CCC(n2nnc3cc(F)ccc32)CC1)NCCc1nc2ccccc2[nH]1,-5,29,2,16,4,5,-8,2

# Next section
mol,Jurkat NFkB inh,697 NFkB inh,UBC13 inh,CCR6 antagonist,Gli-Sufu antag,EBI2 antag,Apaf-1 inh,SENP8 block
CCC(CO)NCc1ccc(OCC(O)c2ccccc2)c(OC)c1 (centres undefined),-9,-8,5,4,21,8,1,1
CC(C)Oc1ccc(C(=O)N(Cc2ccco2)C2CCS(=O)(=O)C2)cc1 (centres undefined),-15,0,-4,9,0,-17,1,1
O=C(Nc1ccncc1)Nc1ccccn1,8,-17,8,-23,0,-5,-11,-8
Cc1nn(-c2ccccc2)c(C)c1NC(=O)COC(=O)[C@@H](NC(=O)c1ccccc1)C(C)C,10,1,-7,-6,-5,-2,5,-2
COCCCNC(CC(=O)Nc1ccc(OC)cc1OC)C(=O)O (centres undefined),14,7,15,6,6,-11,-11,-5
CC(=O)NC1(C(F)(F)F)C(=O)Nc2c1c(=O)[nH]c(=O)n2-c1ccccc1 (centres undefined),0,11,5,14,18,-6,-13,-1
O=C(O)c1ccccc1Nc1cc(Cl)c2nonc2c1[N+](=O)[O-],-4,14,-36,41,3,-7,-2,3
CCOC(=O)c1c(C)n(-c2ccc(C)cc2)c2ccc(O)c(CN(C)C)c12,4,-53,19,-15,21,10,15,-18
Cn1c(Cc2ccc(Cl)cc2)nnc1SCC(=O)NC1CC1,7,18,5,-6,-2,-1,-5,-2
O=S(=O)(NCC(c1ccco1)N1CCCCC1)c1ccccc1C(F)(F)F (centres undefined),-3,-6,-5,12,6,9,9,-13
COC(=O)c1ccc(COc2ccc(C=O)cc2OC)o1,4,12,2,0,-4,-15,-5,-4
CCN(CC)c1ccc(NC(=O)CSc2nc3ccccc3c(=O)[nH]2)cc1,-3,13,-2,1,3,13,18,11
Brc1ccc(Cn2c(-c3cncs3)nc3ccccc32)cc1,-35,-65,1,12,-35,12,9,1
CCc1cc2c3c(c1)C(C)CC(C)(C)N3C(=O)/C2=C1\SC(=O)NC1=O (centres undefined),1,-7,-24,27,-30,-5,3,36
COC(=O)C(=O)/C=C(\O)c1ccc(C)cc1,0,-45,-17,0,-1,-8,5,-4
O=C(Nc1ccc(F)cc1F)NC1CCCc2ccccc21 (centres undefined),24,2,-4,-4,-4,-4,10,8
CC(C)CN(C(=O)c1cccc(Cl)c1)c1c(N)n(Cc2ccccc2)c(=O)[nH]c1=O,-17,12,1,-8,-3,5,-9,7
O=C(NCCc1ccc(Cl)cc1)C(=O)Nc1cc2c3c(c1)CC(=O)N3CCC2,11,2,0,1,1,12,15,-3
CSc1ccccc1OCc1cc(C(=O)NC(C)c2cnn(C)c2)no1 (centres undefined),-40,-55,-5,9,-19,-1,5,3
CCCNC(=O)C1CCN(S(=O)(=O)c2ccc3c(c2)OCCO3)CC1,5,13,4,10,-2,-5,1,3
COc1ccc(NC(=O)N(C)C[C@H]2Oc3c(NC(=O)Nc4ccc5c(c4)OCO5)cccc3C(=O)N([C@H](C)CO)C[C@@H]2C)cc1,-24,7,5,5,-9,0,14,-3
O=C1CC(c2ccc(Cl)cc2)c2c(O)cc(O)cc2O1 (centres undefined),11,-14,8,12,9,1,0,10
Cc1c(Cl)cccc1N=C1SCCN1C(=O)CN1C(=O)NC2(CCCC2)C1=O,-7,15,4,7,0,7,40*,1
CCC(C)N1CC(=O)N2Cc3[nH]c4ccccc4c3C[C@H]2C1=O (some centres undefined),-29,-11,-1,1,9,8,-3,1
Cc1cccc(Nc2nc3c(S(=O)(=O)c4ccccc4)nnn3c3ccccc23)c1C,8,-4,30,-3,14,14,5,0
O=C(NCCCCO)C(F)(F)C(F)(F)C(F)(F)C(=O)NCCCCO,-6,8,-5,1,-1,6,-5,1
CN(CC(=O)Nc1ccc(N2CCOCC2)cc1)CC(=O)Nc1ccccc1C#N,1,11,9,11,2,-14,-8,6
Cn1c(CN2CCCC2)nc2cc(NC(=O)C3CCCCC3)ccc21,-12,5,6,-2,-1,-8,-5,5
CCN(c1ccccc1)S(=O)(=O)c1cc(C(=O)NCc2ccccn2)ccc1C,7,-18,2,7,-2,-1,19,-4
CC1(C)Cc2nc(Cl)c(C#N)cc2CO1,-1,-3,5,-12,-3,-17,-2,5
Cc1c(OCC(=O)C(C)(C)C)ccc2c(-c3ccccc3)cc(=O)oc12,-11,-6,-4,23,11,22,13,9
